HTR5A inv ag: HTR5A inverse agonists in luminescence cell assay, primary screen, counter-screen for OPRM1-OPRD1 heterodimer inverse agonist project, full-deck HTS | 5-hydroxytryptamine receptor 5A (Homo sapiens), P47898 | 340,000 tested, 0.083% active | AID 504634, 2011 | HTR5A cell line, inverse agonism | inhibition, % at 9.3 µM; in the data active = inhibition mostly above about 23%, no sharp cut-off; inactive = mostly below about 18%;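 also: 0% = cells with DMSO and 100% = no-cell wells with DMSO; some compounds called inactive have numbers as strong as hits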
Target sequence (P47898 whole entry, looked up): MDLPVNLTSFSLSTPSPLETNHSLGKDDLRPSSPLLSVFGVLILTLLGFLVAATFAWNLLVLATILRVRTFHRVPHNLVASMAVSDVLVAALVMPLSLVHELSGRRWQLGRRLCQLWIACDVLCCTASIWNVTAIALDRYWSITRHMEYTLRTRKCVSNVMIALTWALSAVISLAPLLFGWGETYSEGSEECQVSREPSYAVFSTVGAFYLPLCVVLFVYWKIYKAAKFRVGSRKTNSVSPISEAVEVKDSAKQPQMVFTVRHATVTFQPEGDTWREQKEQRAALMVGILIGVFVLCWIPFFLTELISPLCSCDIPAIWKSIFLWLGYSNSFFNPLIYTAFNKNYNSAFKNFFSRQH
OPRM1-OPRD1 inv: inverse agonists of MOR-DOR heterodimerization, primary screen, cell-based, luminescence; AID 504357, 2011; inhibition, % at 9.3 µM; Mu-type opioid receptor (Homo sapiens) + Delta-type opioid receptor (Homo sapiens), …; cell-based MOR-DOR heterodimer luminescence, inverse agonism; 340,000 tested, 0.21% active; in the data active = inhibition above about 22%, passing the limit was not always enough;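 also: 0% = cells with DMSO and 100% = wells without cells with DMSO; values of inactives mirror those of a sister screen read the other way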
SUMO Mot1 rescue: yeast Mot1-301 growth rescue at high temperature, primary screen, SUMOylation pathway inhibitor project, S. cerevisiae, ATP luminescence, 38.5C; AID 2716, 2010; S. cerevisiae Mot1-301 growth rescue; percent above DMSO median, 100 means doubled; growth rescue, % at 18.8 µM; 320,000 tested, 1% active;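 active = every valid replicate shows activation above 250% relative to neutral control wells; inactive = the rest, any valid replicate at or below 250%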;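 also: OY570 slx delta 5 strain wells were the positive control but not used for scaling; some compounds called inactive have numbers as strong as hits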
PKA-R1A activ: activators of PKA-R1A holoenzyme, primary screen, biochemical, fluorescence polarization, Cy5-IP20, bovine R1A, mouse PKAc. cAMP-dependent protein kinase type I-alpha regulatory subunit (Bos taurus) + …. 340,000 tested, 0.083% active. AID 504707, 2011. activation, % at 11.4 µM. PKA-R1A dissociation; scaled: DMSO 0%, 113 µM cGMP 100%;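 active = percent activation above the mean of all tested compounds plus 3 SD, cut at about 19% in these data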;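 also: higher means more PKAc released from R1A so a rise in polarization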
DSG3 Ab inh: inhibitors of pemphigus antibody binding to DSG3, primary screen, biochemical, bead-based, flow cytometry, scFv-GFP. 310,000 tested, 0.48% active. DSG3-coupled beads, scFv-anti-DSG3-GFP binding; stronger effect = lower value. binding (percent of control), % at 10 µM. AID 588358, 2011;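 active = binding more than 3 SD below its plate's average and above zero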;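 also: hits lower antibody fragment binding to DSG3; some compounds called inactive have numbers as strong as hits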
AddAB inh: growth inhibition of E. coli expressing H. pylori AddAB, primary screen, AddAB inhibitor project, absorbance. inhibition, % at 11.9 µM. 330,000 tested, 0.29% active; in the data active = inhibition above about 12%;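 also: 0% = vehicle wells of infected cells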
E coli growth: E. coli V3065 growth inhibition, primary screen, counter-screen for AddAB inhibitor project, absorbance, OD600 | AID 449728, 2010 | inhibition, % at 11.9 µM | 330,000 tested, 0.27% active | 18 h;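 active = inhibition above the campaign's mean inhibition across all tested compounds plus 3 SD, cut at about 9.9% in these data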;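 also: uninfected addAB+ strain grown without phage in ampicillin broth; 0% = DMSO wells and 100% = ciprofloxacin 0.95 µg/ml wells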
phage Ecoli inh: growth loss of phage-infected E. coli, primary screen, RecBCD inhibitor project, absorbance, with phage, HTS | 360,000 tested, 0.26% active | inhibition, % at 11.9 µM | AID 651602, 2012; in the data active = inhibition above about 11%
HTR5A ag: HTR5A agonists in luminescence cell assay, primary screen, counter-screen for OPRM1-OPRD1 heterodimer agonist project, full-deck HTS | 5-hydroxytryptamine receptor 5A (Homo sapiens), P47898 | cell-based | activation, % at 9.3 µM | 340,000 tested, 0.61% active | AID 504692, 2011; in the data active = activation mostly above about 9.5%, no sharp cut-off; inactive = mostly below about 7.6%;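 also: 0% = cells with vehicle only and 100% = reference agonist; strong numbers were not always called active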
PfHsp90 yeast 2: growth inhibition of PfHsp90-expressing yeast, primary screen, antimalarial PfHsp90 inhibitor project, S. cerevisiae, BacTiter-Glo luminescence, single point, set 2 | BacTiter-Glo ATP, 48 h; yeast lacking PDR1 and PDR3 efflux regulators | inhibition, % at 9.4 µM | 310,000 tested, 0.32% active | AID 504621, 2011;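 active = every replicate shows inhibition above about 80%, whatever the replicate mean, limit read from the data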;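 also: 0% = DMSO neutral controls and 100% = 20 µM radicicol positive controls; yeast relying on Plasmodium falciparum Hsp90 in place of its own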
MOR-DOR ag: agonists of OPRM1-OPRD1 heterodimerization, primary screen, cell-based, luminescence; Mu-type opioid receptor (Homo sapiens) + Delta-type opioid receptor (Homo sapiens), …; cells; activation, % at 9.3 µM; 340,000 tested, 0.3% active; in the data active = activation above about 18%;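 also: 0% = vehicle-treated cells and 100% = reference agonist; values of inactives mirror those of a sister screen read the other way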
Starred values were filed as active, the others as inactive; x = no result given.

no.	canonical_smiles	HTR5A inv ag	OPRM1-OPRD1 inv	SUMO Mot1 rescue	PKA-R1A activ	DSG3 Ab inh	AddAB inh	E coli growth	phage Ecoli inh	HTR5A ag	PfHsp90 yeast 2	MOR-DOR ag
1	O=C(COC(=O)CCC(=O)c1cccs1)Nc1cccc(F)c1	-43	1	2	-2	100	-0.3	-1.9	6.1	18*	-18	-0.3
2	COc1ccc(NC(=O)c2ccc(C)cc2)cc1	8	4	-3	-8	98	2.7	4.0	3.5	5	24	-0.9
3	CCCCN(C(C)=O)c1ccc2c(c1)C1CC2CCN1C(=O)OCc1ccccc1 (stereo unspecified)	-2	2	x	-6	93	x	x	-0.4	0	-3	-0.4
4	Cc1cc(N2C(=O)CC(Cc3ccc(Cl)cc3)C2=O)no1 (stereo unspecified)	-5	5	-12	-2	x	1.6	-2.2	1.6	2	7	-1.1
5	COc1ccc(NC(=O)Nc2cccs2)cc1Cl	13	-6	-13	0	99	3.1	1.8	5.3	-5	-11	1.1
6	Cc1ccc(/C=C(\CCC(=O)O)c2nc3ccccc3s2)cc1[N+](=O)[O-]	16	12	-20	-10	123	0.5	1.1	0.9	3	-86	-2.3
7	O=C(C(=O)N1CCN(c2ccccc2)CC1)c1cn(CC(=O)N2CCCCCC2)c2ccccc12	-3	-8	-4	14	132	2.0	3.4	0.6	3	-26	1.5
8	NC(=O)c1ccc(/C=N/O)nc1	-32	18	336	-7	96	-0.2	-0.8	2.2	3	-5	-3.3
9	Cc1ccc(N2C(=O)C(CC(=O)Nc3cccc(F)c3)N(CCc3ccncc3)C2=O)cc1 (stereo unspecified)	19	11	-7	-11	101	0.6	-2.5	1.1	0	15	-2.2
10	O=C1C2C3CCC(O3)C2C(=O)N1c1cc(OCC(F)F)cc([N+](=O)[O-])c1 (stereo unspecified)	-10	-16	x	-1	102	x	x	2.9	3	-32	2.6
11	CCc1cccc(NC(=O)[C@@H]2CCCN2C2=NS(=O)(=O)c3ccccc32)c1	2	8	-2	2	x	2.5	-0.5	-1.7	-1	-6	-1.8
12	Cc1ccc([N+](=O)[O-])cc1S(=O)(=O)N1CCCC1	-2	12	-11	-10	94	1.5	1.3	5.6	1	-10	-2.1
13	CCOC(=O)C1=C(CC)Nc2ccccc2N=C1NC(=O)CCN1C(=O)C2CCCCC2C1=O (stereo unspecified)	19	-9	-19	-10	124	0.5	0.3	-3.8	-2	x	1.8
14	COc1ccc(CC(=O)NNC(=O)c2ccccc2)cc1OC	-1	10	-11	-4	99	0.3	-2.6	0.9	-4	-4	-2.5
15	COc1cc(C(=O)NCC(=O)N/N=C/c2c(C)[nH]c3ccccc23)cc(OC)c1OC	4	7	-15	3	110	2.3	-0.3	2.1	-4	6	-1.4
16	COc1cc(NC(=O)c2cccc(F)c2)cc(OC)c1OC	-7	11	3	-10	86	2.4	0.8	7.3	2	8	-1.7
17	CC(CNC(=O)c1ccc2c(c1)OCO2)c1ccc([N+](=O)[O-])cc1 (stereo unspecified)	-8	14	60	-2	104	0.0	2.4	1.3	-1	38	-2.9
18	Cc1ccc(S(=O)(=O)NCCCCC(NC(=O)OC(C)(C)C)C(=O)O)cc1 (stereo unspecified) (tested in a mixture with another compound)	6	-1	-3	4	102	3.0	0.4	2.7	-2	3	0.2
19	O=C(COc1nnnc2ccccc12)N1CCCc2ccccc21	-9	14	2	-9	x	2.9	-4.6	2.0	-1	-6	-2.7
20	CCOC(=O)N1CCN(CCC(=O)Nc2ccc(OC)cc2)CC1	6	12	-25	2	x	2.4	-0.6	1.6	2	37	-1.9
21	COc1ccccc1NS(=O)(=O)c1cccc(C(=O)NCC(c2ccc(F)cc2)N2CCOCC2)c1 (stereo unspecified)	7	17	11	2	106	3.6	-0.4	1.9	3	-2	-3.5
22	CCn1c(=O)n(CC)c2cc(S(=O)(=O)NCCOc3ccccc3)c(C)cc21	8	21	-2	-11	98	1.6	1.4	0.9	-1	-4	-3.7
23	CCOC(=O)N1N=C(C)CC1(O)c1ccccc1 (stereo unspecified)	-2	17	2	6	100	4.2	0.5	0.8	1	4	-3.2
24	COC(=O)c1ccccc1NC(=O)CSc1nccc(C)n1	-31	1	-8	8	102	-1.6	-1.7	4.9	6	15	-0.2
25	CC(=O)c1c(C)[nH]c(C(=O)COc2cc(C)ccc2C(C)C)c1C	3	-36	4	-8	90	2.4	1.3	0.1	4	10	6.4
26	COc1ccc(N(CC(=O)NCCc2ccccc2)C(=O)CCC(=O)Nc2ccccn2)cc1	5	7	3	2	107	2.2	-2.3	0.3	-2	7	-1.4
27	COc1ccc(CCNCC(O)COc2cccc(Br)c2)cc1OC (stereo unspecified)	-7	-10	11	-8	101	4.8	-3.4	0.0	3	-10	1.9
28	CCCCn1c(N)c(N(CC)C(=O)c2ccccc2C)c(=O)[nH]c1=O	4	6	-20	6	107	-0.2	-0.2	-0.1	-1	22	-1.2
29	O=[N+]([O-])c1cc(-c2cnc3ccccc3n2)ccc1Cl	5	3	-8	-10	98	-1.9	0.2	0.2	-2	9	-0.6
30	CCOC(=O)c1ccc(Oc2cc(C)nc(Cl)n2)cc1	1	8	2	-7	106	0.4	0.8	2.0	-4	1	-1.4
31	Cc1cc(-c2nnc(CCC(=O)N3CCN(Cc4cccc(F)c4)CC3)o2)c(C)o1	-10	6	3	-15	103	2.6	-0.5	2.1	2	23	-1.0
32	CN1CC[C@@H]2C(=O)N3CCc4ccc(Br)cc4[C@@H]3C[C@@H]21	-2	12	x	4	104	x	x	3.1	0	-5	-2.6
33	CCC1CCCCN1C(=O)N[C@@H](Cc1ccccc1)C(=O)O (stereo partly specified)	5	0	-15	-3	98	1.6	1.9	2.5	5	-22	0.0
34	S=C1NCCNC(=S)NCCOCCN1	5	12	-11	2	87	-1.1	0.6	4.1	-2	9	-2.3
35	COCCN(C(=O)CNC(=O)c1ccco1)C(C(=O)NC1CCCCC1)c1cccnc1 (stereo unspecified)	-22	-3	289	-10	x	0.6	-4.0	-1.1	0	-2	0.4
36	Cc1cc2nc(/C(C#N)=C/c3ccncc3)[nH]c2cc1C	-3	-8	-1	-14	96	2.7	-0.5	0.3	1	5	1.5
37	CC(NC(=O)c1ccc(OC2CCN(Cc3ccccn3)CC2)cc1)c1ccccc1 (stereo unspecified)	-2	4	88	-11	115	-0.3	-0.3	2.7	-1	x	-0.9
38	COCCCNc1nc2ccccc2nc1NS(=O)(=O)c1ccc(Cl)cc1	-8	13	-21	-1	100	0.2	0.0	-0.2	2	-12	-2.8
39	NNC(=O)c1cccc(S(=O)(=O)Nc2cc(Cl)ccc2Cl)c1	22	14	x	1	99	2.5	2.1	0.5	0	3	-2.8
40	CCCS(=O)(=O)Nc1ccc(N2CCCCC2)c(S(=O)(=O)Nc2ccccc2OC)c1	11	-4	x	-2	104	x	x	3.7	3	-7	0.8
41	CC1(NC(=O)CCc2nc3sc4c(c3c(=O)[nH]2)CCCC4)CCS(=O)(=O)C1 (stereo unspecified)	13	18	-3	10	99	3.9	-1.9	2.4	-5	-3	-3.4
42	CCOc1ccc(NC(=O)CN2CCN(CC(=O)Nc3ccc(F)cc3)CC2)cc1	-2	5	-9	2	105	0.9	-2.4	1.9	0	60	-1.2
43	C/C(N)=C(/C#N)C(=O)COC(=O)CCSc1ccccc1Cl	16	0	-6	-6	99	2.4	1.8	-10	1	9	0.0
44	c1ccc(CNc2nc(-c3cccnc3)cs2)cc1	4	9	185	1	102	2.8	3.1	6.2	-2	4	-1.7
45	Cc1ccc(S(=O)(=O)N2CCN(C(=O)COC(=O)/C=C/c3ccc([N+](=O)[O-])cc3)CC2)c(C)c1	9	12	-7	-21	x	1.3	0.8	1.9	-4	5	-2.9
46	COc1cccc(CN2C(=NC(=O)CCC3CCCC3)SC3CS(=O)(=O)CC32)c1 (stereo unspecified)	9	-36	-11	-8	105	2.7	-0.3	3.2	0	-95	6.9
47	COc1ccc(CCC(=O)OCC(=O)Nc2ccccc2OC(F)F)cc1OC	-8	8	18	-3	103	-4.0	-0.4	1.5	3	-3	-1.5
48	CCOc1cccc(C=NCCc2ccc(OC)c(OC)c2)c1O	-1	7	5	-10	122	1.4	-0.8	0.7	0	4	-1.5
49	Nc1nc(N)nc(-c2cccc(Cl)c2)n1	18	10	-2	-8	104	3.5	3.1	4.9	-2	-11	-1.7
50	CC(=O)Oc1ccc(C(=O)Cc2ccc3ccccc3n2)c(O)c1C	-6	17	191	-6	133	-0.6	-1.4	2.3	3	-5	-3.4
51	NC(=O)c1ccc(NC(=O)COC(=O)CCC(=O)c2ccc(Cl)cc2)cc1	26	2	-15	-1	96	-1.2	-1.1	2.1	-3	-19	-0.2
52	Cc1ccc(S(=O)(=O)N(C)C)cc1NC(=O)c1cc(=O)[nH]c2ccccc12	19	15	-10	-11	94	2.3	1.8	1.8	-5	4	-2.9
53	COc1ccc(S(=O)(=O)N2CCC(Nc3ccccc3Cl)CC2)cc1	13	2	8	-14	120	x	x	0.2	-6	15	-0.3
54	CCCN1CCN(C(=O)c2noc3c2COc2ccc(C)cc2-3)CC1	-50	-14	-17	-5	106	-1.8	0.9	0.1	17	20	2.3
55	COc1ccc(Cl)cc1C(=O)Nc1ccc(NC(=O)C(C)C)cc1	12	10	12	-9	105	0.6	0.2	-0.3	-1	2	-2.0
56	CN(C)S(=O)(=O)c1cccc(COC(=O)c2cccnc2Cl)c1	-15	-1	28	-1	x	1.1	-3.0	1.6	5	-26	0.2
57	Cn1c(=O)[nH]c(=O)c2c1nc(N/N=C/c1cccnc1)n2Cc1ccc(Cl)cc1	x	x	3	x	102	1.6	-1.7	2.0	x	x	x
58	CC(=O)c1cn(Cc2ccccc2)c(=O)n(Cc2ccc(F)cc2)c1=O	5	11	42	-5	108	4.1	0.0	5.0	-2	-7	-1.9
59	CN1CCN(S(=O)(=O)c2ccc(NC(=S)NC(=O)C3CCC3)cc2)CC1	-5	13	-7	-5	112	0.9	-0.7	2.0	0	4	-2.5
60	COc1ccc(-n2cnnc2SCc2cnc(-c3ccccc3)s2)cc1	-3	1	7	10	x	1.0	-0.4	1.9	-3	13	-0.2

Compound activity from PubChem BioAssay.
